Source: PubChem BioAssay (several laboratories)
NR1D1 modulator: Rev-erb alpha (human) modulation; Rev-erbα–FITC-DNA binding, fluorescence polarization, 90 min; activity, % at 10 µM; actives 0.79% (n = 370,000); AID 1259318;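 active = activity above about 14%, limit read from the data; passing the limit was not always enough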;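 also: 0% = DMSO wells with 35 nM protein and 100% = DMSO wells with 750 nM protein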
TDP2 absorb: blocks human TDP2 phosphodiesterase activity; O95551; recombinant TDP2, T5PNP hydrolysis, p-nitrophenol absorbance 415 nm; inhibition, % at 12.8 µM; actives 0.34% (n = 370,000);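 active = inhibition above the mean of all tested compounds plus 3 SD, set per campaign, cut at about 25% in these data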;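 also: 0% = DMSO with enzyme and 100% = buffer with substrate but no TDP2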
Target sequence (O95551 whole entry, looked up): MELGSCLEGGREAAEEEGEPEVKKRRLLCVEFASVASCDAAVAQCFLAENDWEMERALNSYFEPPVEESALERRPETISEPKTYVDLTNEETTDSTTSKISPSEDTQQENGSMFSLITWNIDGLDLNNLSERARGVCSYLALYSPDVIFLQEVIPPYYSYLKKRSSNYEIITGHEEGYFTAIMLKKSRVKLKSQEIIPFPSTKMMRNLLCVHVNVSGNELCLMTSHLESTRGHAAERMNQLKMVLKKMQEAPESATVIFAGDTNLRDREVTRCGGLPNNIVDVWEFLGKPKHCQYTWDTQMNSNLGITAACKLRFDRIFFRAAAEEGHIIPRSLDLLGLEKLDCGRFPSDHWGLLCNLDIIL
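Assay system: recombinant human TDP2 / Reagent: T5PNP substrate at 5 mM, a TopII-DNA adduct mimic / Measured by: epi absorbance from released p-nitrophenol / Evaluation: % inhibition relative to enzyme-containing and enzyme-free wells / Control set: enzyme-free and DMSO wells / Replicates: each compound tested once, singlicate / Schedule: enzyme reaction with compound for 2 h at 37 °C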
LEDGF integ inh: blocks HIV-1 LEDGF/p75-dependent DNA integration. TR-FRET IN-LEDGF/p75 DNA integration, Eu/Cy5. inhibition, % at 3.7 µM. actives 0.64% (n = 370,000). AID 743269;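 active = inhibition above the screen-wide mean plus 3 SD, cut at about 13% in these data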;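 also: signal is the Cy5 over europium emission ratio at 671 and 618 nm; 0% = plate median of compound wells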
PRMT1 FP inh: inhibitors of human PRMT1; recombinant PRMT1, activity-based probe fluorescence polarization; inhibition, % at 2.79 µM; actives 1.3% (n = 370,000); AID 652257;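 active = inhibition above about 21% made by adding two undisclosed values, limit read from the data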
rCAG RNA binder: r(CAG) repeat RNA binding; TO-PRO-1 dye displacement fluorescence; inhibition, % at 3 µM; actives 1.3% (n = 370,000);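 active = inhibition above the plate cutoff, the mean of all test compounds on that plate plus 3 SD, cut at about 35% in these data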;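 also: 0% = DMSO alone and 100% = 100 µM mitoxantrone as full dye displacement; higher means more dye released from RNA so lower well fluorescence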
HTRA1 inh: blocks human HTRA1 serine peptidase; inhibition, % at 5.96 µM; AID 504803; actives 0.5% (n = 340,000); recombinant HTRA1, FP-rhodamine activity-based probe, fluorescence polarization; Q92743; in the data active = inhibition above about 36%;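 also: 0% = enzyme with DMSO and 100% = wells lacking enzyme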
ABHD4 inh: ABHD4 (mouse) inhibition, primary FP screen; Q8VD66; purified mABHD4, FP-Rh probe fluorescence polarization; inhibition, % at 8.92 µM; actives 0.54% (n = 370,000);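 active = inhibition exceeding the mean over every tested compound plus 3 SD, cut at about 30% in these data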;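 also: 0% = plate median of compound wells and 100% = S159A mutant with DMSO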
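Test system: mABHD4 protein; Read-out basis: % inhibition; Incubation: 45 min + 60 min at 25 °C; Repeats: single replicate; Technique: fluorescence polarization with parallel and perpendicular emission, 525/598 nm; Compound: 8.92 µM, single dose; Benchmarks: full inhibition S159A mutant plus DMSO, zero as sample-well median.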
TCR CD3 inh: blocks the human TCR-CD3 interaction; actives 0.37% (n = 360,000); inhibition, % at 9.4 µM; TAMRA-labeled TCR probe fluorescence, biochemical; AID 651800; in the data active = inhibition above about 19%;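 also: recombinant mutant TCR 2C K166C tagged with TAMRA read by polarization; 0% = receptor in buffer alone and 100% = receptor with positive control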
SIAE primary: inhibitors of human sialic acid acetylesterase SIAE. Q9HAT2. SIAE FP-Rh probe binding, fluorescence polarization. inhibition, % at 9.66 µM. actives 0.69% (n = 370,000);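 active = inhibition above a cutoff: mean of compounds within the control limits plus 3 SD of those, cut at about 17% in these data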;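 also: 0% = plate median of compound wells and 100% = probe without SIAE protein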
Target sequence (Q9HAT2 whole entry, looked up): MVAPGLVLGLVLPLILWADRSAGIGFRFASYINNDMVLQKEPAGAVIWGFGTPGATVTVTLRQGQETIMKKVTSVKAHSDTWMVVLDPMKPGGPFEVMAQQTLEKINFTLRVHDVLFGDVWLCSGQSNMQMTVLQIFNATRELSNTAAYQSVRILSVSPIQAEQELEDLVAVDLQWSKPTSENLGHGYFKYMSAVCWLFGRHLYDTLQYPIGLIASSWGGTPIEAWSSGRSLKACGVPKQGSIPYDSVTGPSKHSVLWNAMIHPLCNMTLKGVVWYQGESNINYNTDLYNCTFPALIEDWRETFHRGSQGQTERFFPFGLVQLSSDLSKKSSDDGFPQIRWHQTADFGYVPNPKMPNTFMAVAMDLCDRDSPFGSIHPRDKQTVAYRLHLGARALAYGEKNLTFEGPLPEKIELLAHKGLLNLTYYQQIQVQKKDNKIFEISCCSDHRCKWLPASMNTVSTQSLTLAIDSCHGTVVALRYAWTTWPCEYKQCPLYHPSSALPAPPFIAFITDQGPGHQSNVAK
PG9 Ab binder: PG9 antibody binding by small molecule | TR-FRET gp120-PG9 antibody binding | inhibition, % at 6.7 µM | actives 0.43% (n = 360,000) | AID 624416; in the data active = inhibition above about 8.5%
The depositor's hits bear a star; x = no result given. These rows are one share of the data; rates above refer to the full screens.

The line under a structure holds: NR1D1 modulator	TDP2 absorb	LEDGF integ inh	PRMT1 FP inh	rCAG RNA binder	HTRA1 inh	ABHD4 inh	TCR CD3 inh	SIAE primary	PG9 Ab binder
COc1ccc(CNc2nc3ccccc3n2C(C)C)cc1
→ 5	10	0	1	-5	2	4	-3	-3	-0.6
O=C1C2=C(c3ccccc31)[N+](=O)[C@@H]1CCCC[C@@H]1N2[O-]
→ 0	17	6	-1	1	5	9	3	-9	-0.2
COc1ccccc1/C=N/NC(=O)c1cccc(OC(F)(F)C(F)F)c1
→ 3	-1	0	2	-4	-22	-15	5	-16	-1.0
CN1CCN(c2ccc(C(CC(N)=O)NC(=O)c3ccccc3)cc2[N+](=O)[O-])CC1 (stereo not given)
→ -2	3	1	0	1	0	-4	3	-6	-0.6
CCCCCC(=O)Nc1cc(S(=O)(=O)N2CCOCC2)ccc1Oc1ccc(OCC)cc1
→ -6	5	5	-1	30	-7	-4	0	-1	-0.6
CN1CCN(C(=O)c2ccc3c(=O)n(Cc4ccc(Cl)cc4)c(=S)[nH]c3c2)CC1
→ -5	3	-2	-5	0	-22	-5	6	0	-2.8
COc1ccc(C(=O)C2CCCN(C(=O)c3ccc(CSC)o3)C2)cc1F (stereo not given)
→ 2	2	3	2	-1	2	-4	9	3	-2.1
Cc1cc(C(=O)OCC(=O)c2ccc(Cl)c([N+](=O)[O-])c2)c2cccc(C)c2n1
→ 0	3	3	-2	17	-9	2	4	-10	0.8
CN(C(=O)c1cccc(NC(=O)Cc2ccc(NC(=O)C3CCN(C(=O)CCc4ccccc4)CC3)cc2)c1)C1CCCC1
→ -8	-2	5	-9	8	x	-4	6	-8	-0.6
COc1ccc(NC(=O)Nc2ccc3c(c2)C(=O)N([C@H](C)CO)C[C@H](C)[C@@H](CN(C)C(=O)Nc2c(C)noc2C)O3)cc1
→ 6	-8	-1	-1	-6	-4	8	0	4	-2.0
COc1cccc(CN(C)C(=O)c2cc(S(=O)(=O)NC3CCCCC3)ccc2C)c1
→ -5	-8	1	0	1	-7	5	1	3	-2.0
COCCNC(=O)Cn1cc(/C=N/NC(=O)c2ccc(Oc3ccc(O)cc3)cc2)c2ccccc21
→ -2	-9	-1	-1	9	-20	-12	-2	9	-5.0
COc1ccc2oc(=O)c(C(=O)NCc3ccccc3)cc2c1
→ 14	-3	-7	2	-3	2	3	-1	-3	0.0
CC(C)c1ccc(CNC(=O)C(=O)NCCCn2ccnc2)cc1
→ -2	-9	1	-4	-5	-1	2	4	11	0.5
CCN(Cc1ccncc1)C(=O)C1CCN(S(=O)(=O)c2cccs2)CC1
→ 6	-4	4	-1	6	-3	-4	-3	-4	-1.8
CC1=C(C(=O)O)N2C(=O)C(NC(=O)c3nn(C)cc3[N+](=O)[O-])C2SC1 (stereo not given)
→ 0	7	4	33*	1	x	6	0	-1	0.8
Cc1ccc(C)c(C(=O)OCC(=O)Nc2cccc(S(=O)(=O)NC3=NCCCCC3)c2)c1
→ -3	1	1	0	0	-15	0	8	-1	1.1
O=C(CNC(=O)C1CCCCC1)NCCCO
→ 1	-3	12	1	-1	3	5	1	3	-0.6
COc1ccccc1CNC(=O)C1CCN(S(=O)(=O)c2ccc(-n3cnnn3)cc2)CC1
→ 9	1	0	-5	1	-7	-6	9	0	-1.7
COc1ccc(-n2ccn3c(CCC(=O)N4CCN(c5cccc(C)c5C)CC4)nnc3c2=O)cc1
→ -2	17	-1	2	3	3	2	5	10	-1.1
CCOc1ccc(S(=O)(=O)N2CCN(C(=O)c3cc4ccccc4o3)CC2)cc1
→ 1	0	-3	1	3	-10	1	-4	5	0.2
O=C(Nc1ccccc1N1CCOCC1)c1ccncc1
→ -2	0	-2	4	3	4	3	2	5	0.7
Cc1cccc(N(C)C(=O)CCS(=O)(=O)c2cc3c(cc2Cl)NC(=O)CO3)c1
→ -1	3	2	0	3	-3	4	-3	2	0.1
O=C(Nc1ncc(Cc2cccc(Cl)c2Cl)s1)c1ccc([N+](=O)[O-])cc1
→ 2	-9	-3	-1	-1	4	2	-2	1	0.6
CCCCNC(=O)C[C@H]1C[C@@]2(C(=O)OC)C(=C[C@H](COCc3ccccc3)O[C@@H]2C)N(Cc2cccc3ccccc23)C1=O
→ 3	2	-3	-2	9	x	-9	x	1	x
O=C1CCCCCCCN1Cc1ccccc1
→ 5	4	-2	1	-2	0	0	8	-2	-0.2
C/C(=N\NC(=O)c1cccs1)c1ccc2ccccc2c1
→ -8	-5	0	5	0	-10	-1	-2	-2	0.9
Cc1ccc(-c2cc(C(=O)Nc3ccc(S(=O)(=O)Nc4cc(C)on4)cc3)c3ccccc3n2)c(C)c1
→ -5	7	-3	1	79*	-79	-67	3	-19	-1.7
CC(C)(C)NC(=O)/C(=C\c1ccco1)NC(=O)c1ccco1
→ -3	-7	-2	7	-1	4	6	-7	2	0.0
O=C(CN1CCN(Cc2ccc(F)cc2)CC1)NCCc1ccccc1
→ -2	8	1	-1	-4	1	8	0	3	0.8
O=C(NC(=S)NCC1COc2ccccc2O1)c1ccccc1 (stereo not given)
→ -5	-12	4	0	2	-22	-21	3	-3	-0.4
O=C(Nc1ccc(-c2csc(Nc3cccc(C(F)(F)F)c3)n2)cc1)c1cccc(C(F)(F)F)c1
→ 1	-2	0	-3	5	-5	0	1	2	-1.7
CCOC(=O)N1CCN(S(=O)(=O)c2ccc(C(=O)NNc3nc4c(C)cccc4s3)cc2)CC1
→ 3	-12	0	9	76*	48*	23	5	11	-1.9
CN(Cc1cccc(Cl)c1Cl)c1ccc(S(=O)(=O)N2CCCCC2)cc1[N+](=O)[O-]
→ 4	8	1	-3	9	-12	-10	3	5	-0.1
CCOC(=O)CCC(=O)Nc1ccc(S(=O)(=O)N2CCc3ccccc32)cc1
→ 1	14	-1	6	8	0	-4	-2	-15	-0.7
COc1ccccc1N1C(=O)c2ccc(C(=O)Nc3nccs3)cc2C1=O
→ 4	-6	2	1	1	x	6	1	-5	-0.3
COCC(=O)Nc1ccc(N(C)C)cc1
→ -2	17	-1	3	-2	-1	7	8	10	-2.9
CC(C)(C)N(NC(=O)Nc1ccccc1)C(=O)c1ccccc1
→ 0	-21	6	-4	4	3	-1	-5	-3	0.0
CN(C)S(=O)(=O)c1ccc(C(=O)NCC(C)(C)N2CCOCC2)cc1
→ 2	-7	-4	3	-4	-2	7	-7	0	-1.4
COc1ccc(C(=O)N/C(=C\c2cn(S(=O)(=O)N(C)C)c3ccccc23)C(=O)NCCCN2CCOCC2)cc1
→ 2	-7	1	1	1	-2	7	10	13	-2.6
O=C(NC1CCCCC1)c1ccc(S(=O)(=O)N2CCOCC2)cc1
→ 13	0	2	-2	-1	3	-6	-1	4	-2.7
COc1ccc(N2C(=O)C(CC(=O)Nc3ccccc3)N(Cc3ccccn3)C2=S)cc1 (stereo not given)
→ 2	13	-3	1	1	-6	-1	3	-5	0.6
CCC(C)c1ccc(NC(=S)NCc2cccnc2)cc1 (stereo not given)
→ -2	-2	-2	2	0	2	-2	-1	4	1.1
Cc1cc(Br)c(NC(=O)CN2C(=O)NC3(CCOc4ccccc43)C2=O)c(Br)c1 (stereo not given)
→ -3	-7	-1	-1	5	-2	-3	5	-2	2.0
O=C(Nc1ccc(Cl)cc1)Nc1cccc2nsnc12
→ 0	7	-3	3	10	-58	-45	-7	-24	0.8
COCC(=O)N(C)[C@H]1C[C@H]2c3cc(-c4ccccc4)ccc3CCN2C(=O)[C@H]1[C@H](C)O
→ -2	8	-2	6	1	-4	-5	-10	1	1.2
Cc1cc2nc(C3CCN(C(=S)NCCCOC(C)C)CC3)[nH]c2cc1C
→ -1	3	-3	2	-6	7	4	-1	0	-1.8
Cc1ccc(S(=O)(=O)N2[C@@H](c3ccc(F)cc3)C(C(=O)O)=C[C@H]2CC2CCCC2)cc1
→ 5	-7	0	1	51*	-28	-12	5	1	1.4
Nc1n[nH]c(C(F)(F)F)c1-c1ccccc1
→ 5	9	-4	1	-2	6	0	8	1	-1.0
CCN1CCN(C(=O)c2ccc3c(c2)c(C)c(C)n3Cc2ccccc2)CC1
→ -2	4	-1	2	-8	-3	5	0	7	-0.6
CCOc1ccc2[nH]c(=O)c(CN(CCN3CCCC3)C(=S)Nc3ccccc3OC)cc2c1
→ -6	-3	2	0	-2	-1	5	1	8	0.2
CCOC(=O)C1CCN(S(=O)(=O)c2ccc3c(c2)N(C(C)=O)CC(C)S3)CC1 (stereo not given)
→ -3	-12	-2	1	-5	4	-4	3	1	-1.3
c1ccc(Cc2noc(CN3CCN(Cc4ccc5c(c4)OCO5)CC3)n2)cc1
→ 6	2	0	-1	3	-4	1	2	10	0.0
CNc1oc(-c2ccccc2Cl)nc1P(=O)(c1ccccc1)c1ccccc1
→ -4	-5	1	-4	-6	-22	7	-2	2	0.8

Filtered by structure, those above with a Cl atom (7)
The line under a structure holds: NR1D1 modulator	TDP2 absorb	LEDGF integ inh	PRMT1 FP inh	rCAG RNA binder	HTRA1 inh	ABHD4 inh	TCR CD3 inh	SIAE primary	PG9 Ab binder
CN1CCN(C(=O)c2ccc3c(=O)n(Cc4ccc(Cl)cc4)c(=S)[nH]c3c2)CC1
→ -5	3	-2	-5	0	-22	-5	6	0	-2.8
Cc1cc(C(=O)OCC(=O)c2ccc(Cl)c([N+](=O)[O-])c2)c2cccc(C)c2n1
→ 0	3	3	-2	17	-9	2	4	-10	0.8
Cc1cccc(N(C)C(=O)CCS(=O)(=O)c2cc3c(cc2Cl)NC(=O)CO3)c1
→ -1	3	2	0	3	-3	4	-3	2	0.1
O=C(Nc1ncc(Cc2cccc(Cl)c2Cl)s1)c1ccc([N+](=O)[O-])cc1
→ 2	-9	-3	-1	-1	4	2	-2	1	0.6
CN(Cc1cccc(Cl)c1Cl)c1ccc(S(=O)(=O)N2CCCCC2)cc1[N+](=O)[O-]
→ 4	8	1	-3	9	-12	-10	3	5	-0.1
O=C(Nc1ccc(Cl)cc1)Nc1cccc2nsnc12
→ 0	7	-3	3	10	-58	-45	-7	-24	0.8
CNc1oc(-c2ccccc2Cl)nc1P(=O)(c1ccccc1)c1ccccc1
→ -4	-5	1	-4	-6	-22	7	-2	2	0.8

Compound profiles, as listed above.
`COCCNC(=O)Cn1cc(/C=N/NC(=O)c2ccc(Oc3ccc(O)cc3)cc2)c2ccccc21` across the screens: NR1D1 modulator: -2; TDP2 absorb: -9; LEDGF integ inh: -1; PRMT1 FP inh: -1; rCAG RNA binder: 9; HTRA1 inh: -20; ABHD4 inh: -12; TCR CD3 inh: -2; SIAE primary: 9; PG9 Ab binder: -5.0
`CC(C)(C)N(NC(=O)Nc1ccccc1)C(=O)c1ccccc1` across the screens: NR1D1 modulator: 0; TDP2 absorb: -21; LEDGF integ inh: 6; PRMT1 FP inh: -4; rCAG RNA binder: 4; HTRA1 inh: 3; ABHD4 inh: -1; TCR CD3 inh: -5; SIAE primary: -3; PG9 Ab binder: 0.0
